# NPYLR7 agonist = agonists of mosquito NPYLR7 receptor, primary screen, cell-based, Aedes aegypti, calcium fluorescence, mosquito biting behavior. Aedes aegypti neuropeptide Y-like receptor 7 (NPYLR7). HEK293T NPYLR7/Galpha15, GCaMP6s calcium fluorescence. activation, % at 10 µM. actives 0.15% (n = 270,000); in the data active = activation above about 40%;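 note: 0% = vehicle and 100% = reference agonist at the receptor; some compounds past the cut are filed as inactive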
# hcGAS lum = Primary biochemical luminescence assay for human cyclic GMP-AMP synthase inhibitors; AID 1259398, 2018; actives 0.081% (n = 290,000); Q8N884; recombinant h-cGAS, ATP depletion, Kinase-Glo luminescence; inhibition, % at 12.5 µM;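 note: 0% = vehicle reaction and 100% = reaction without DNA for no activity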
# Target sequence (Q8N884 whole entry, looked up): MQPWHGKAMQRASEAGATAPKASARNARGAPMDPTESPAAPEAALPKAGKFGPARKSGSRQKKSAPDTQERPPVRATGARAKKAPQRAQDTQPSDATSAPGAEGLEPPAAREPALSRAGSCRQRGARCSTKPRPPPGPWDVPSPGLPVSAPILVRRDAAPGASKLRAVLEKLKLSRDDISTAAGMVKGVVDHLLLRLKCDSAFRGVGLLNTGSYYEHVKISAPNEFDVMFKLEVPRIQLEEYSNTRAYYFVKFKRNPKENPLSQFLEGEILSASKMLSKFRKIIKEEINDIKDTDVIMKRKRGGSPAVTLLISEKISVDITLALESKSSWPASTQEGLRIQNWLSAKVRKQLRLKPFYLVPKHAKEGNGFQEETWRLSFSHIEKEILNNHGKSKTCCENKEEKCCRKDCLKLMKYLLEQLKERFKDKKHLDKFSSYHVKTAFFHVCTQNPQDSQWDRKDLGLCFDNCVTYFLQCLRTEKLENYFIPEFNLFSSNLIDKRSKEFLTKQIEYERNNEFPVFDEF
# mcGAS inh = cyclic GMP-AMP synthase inhibitors, mouse, primary biochemical chemiluminescence. Q8C6L5. recombinant cGAS, Kinase-Glo ATP depletion luminescence. inhibition, % at 12.5 µM. actives 0.15% (n = 160,000);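 note: 0% = negative control wells and 100% = reference inhibitor with no enzyme activity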
# Starred values were filed as active, the others as inactive; / = not tested or not shown; & = joins results of further samples. Cut-off read from the data, not from the text of the source, unless noted: active = inhibition above about 40%; inactive = the rest. Compounds as they come. About 0.27% of those tested had a hit in this group.
SMILES,NPYLR7 agonist,hcGAS lum,mcGAS inh
O=C(NCC(F)(F)F)C1CCCN(C2CCN(CCc3ccccc3)CC2)C1 (stereo not drawn),7.3,-7.1,/
COC(=O)c1ccc(C(=O)Nc2sc3c(c2-c2nc4ccccc4s2)CCN(C)C3)cc1,3.0,-3.9,-7.8
N#CCNC(=O)[C@H](CCc1ccccc1)NC(=O)C(c1ccccc1)n1cccc1 (stereo partly drawn),6.0,-9.2,/
CCCc1cnc2c(c1SCC(=O)Nc1nc3ccccc3s1)c(=O)n(C)c(=O)n2C,4.7,-7.9,-6.5
CCc1ccc(-c2noc(-c3cc(Cl)ccc3OC)n2)cc1,-1.9,-4.5,-9.1
O=C(O)c1cccnc1Nc1ccc(Cl)c(Cl)c1,-9.8,9.7,/
COc1ccccc1-n1ncc2c(C(C)C)nnc(SCc3cccnc3)c21,-9.3,-5.3,-9.0
O=C(CCc1ccccc1)N1CCN(c2ccc(-n3cccn3)nn2)CC1,-4.3,1.1,-0.4
CCC(CNC(=O)c1c(C)nn(C)c1C)c1ccccc1 (stereo not drawn),0.6,-8.1,/
CC(Nc1cccc2c1CCCC2)C(=O)N1CCN(C(=O)c2ccco2)CC1 (stereo not drawn),6.7,-8.9,-13.1
O=C(NCCCn1ccnc1)c1nn2c(c1Cl)NC(c1ccccc1)CC2C(F)(F)F (stereo not drawn),-6.0,-2.0,/
O=C1C(=O)N(CN2CCC(C(=O)Nc3ccc4c(c3)OCO4)CC2)c2ccc(F)cc21,-5.5,16.9,/
CC(c1ccccc1)n1c(=O)c(C(=O)O)nn(-c2ccc(Cl)cc2)c1=O (stereo not drawn),16.2,-1.5,/
CC(NCCC(=O)Nc1ccc(C#N)cc1)c1ccccc1F (stereo not drawn),8.3,-2.2,-4.6
O=C(Nc1ccc([N+](=O)[O-])cc1)c1ccc(Br)s1,-1.8,-4.5,-5.6
Cc1noc(C)c1S(=O)(=O)N(CCN(C)C)Cc1cccc(F)c1,-0.5,-10.5,/
CC(C)C(Cc1ccccc1)C(=O)NCC(O)CN(C)C (stereo not drawn),4.1,0.1,/
CN1CCN(CC(=O)NC2(C)CCCCC2c2ccc(O)cc2)CC1 (stereo not drawn),2.0,-7.9,-7.0
CN(C)S(=O)(=O)c1cc(NCC(=O)N2CCc3ccccc32)ccc1Cl,4.2,-1.1,/
COCc1nc(NCc2cc(CC(C)C)no2)c2cnn(C)c2n1,1.9,-3.8,/
COCCNc1c2c(nc3c(-c4ccccc4)c(C)nn13)CCC2,2.8,-9.6,-7.5
O=C(C1CNCCN1C(=O)c1ccc(-n2cnnc2)cc1)N1CCOCC1 (stereo not drawn),8.9,-4.4,/
COc1cccc(Nc2ncnc3sc4c(c23)CCCC4)c1,7.5,-8.2,/
COCC(c1ccccn1)N(C)C(=O)CSc1nnc(C)s1 (stereo not drawn),8.6,-7.9,-11.3
O=C(Nc1cccc(Oc2ccccc2)c1)N1CCC(CO)CC1,-30.0,3.5,/

# The list goes on, overlapping the part above by 3 compounds.
SMILES,NPYLR7 agonist,hcGAS lum,mcGAS inh
COc1cccc(Nc2ncnc3sc4c(c23)CCCC4)c1,7.5,-8.2,/
COCC(c1ccccn1)N(C)C(=O)CSc1nnc(C)s1 (stereo not drawn),8.6,-7.9,-11.3
O=C(Nc1cccc(Oc2ccccc2)c1)N1CCC(CO)CC1,-30.0,3.5,/
O=C(NCC1CCN(c2ccc(F)cc2)C1)Nc1ccccc1F (stereo not drawn),-2.0,-1.5,/
CC(=O)Nc1cccc(NC(=O)CNC(=O)c2cccs2)c1,1.3,-8.3,-7.5
CCOc1ccc(-n2c(C(C)N(CCc3ccc(OC)c(OC)c3)C(=O)c3cccc(Br)c3)nc3ccccc3c2=O)cc1 (stereo not drawn),24.8,-0.1,-5.9
O=C(O)[C@H]1C[C@@H](C(=O)Nc2ccc(F)cc2)CN(Cc2cccnc2)C1,-6.6,-3.6,/
O=C(NNS(=O)(=O)c1ccccc1)c1cc2c(s1)CCCCC2,-2.4,-6.1,-8.7
CN(C)CC1(O)CCN(C(=O)c2cc(-c3ccccc3)nc3ccccc23)C1 (stereo not drawn),9.7,-7.4,/
O=C(c1ccccc1F)N(Cc1cccc(OS(=O)(=O)c2ccc(F)cc2)c1)C1CC1,3.5,4.9,-0.4
Cn1cc(NS(=O)(=O)c2cccs2)cc(Cl)c1=O,32.4,6.0,/
C#Cc1cccc(C(=O)N2CCCC(N3CCN(c4cccc(C(F)(F)F)c4)CC3)C2)c1 (stereo not drawn),2.0&3.0,-4.4&-5.4,-6.1
COCCNC(=O)c1csc(COc2cccc(OC)c2)n1,1.2,-5.9,-6.8
CCC#CCN1CCc2ccccc2N(CC(C)O)CCC1=O (stereo not drawn),7.4,-1.7,-6.3
Cc1nn(C)c(C)c1CN(C)Cc1cc2n(n1)CCCNC2,-3.4,-4.7,/
O=C(NCC1CCCO1)c1csc(COc2ccc(F)cc2F)n1 (stereo not drawn),3.0,-4.6,-4.0
CN1C(c2ccccc2)CC(=O)CC1c1ccccc1 (stereo not drawn),-2.3,-8.3,-8.2
CCNC(=S)N1CCC(C(NC(=O)c2ccccc2)C(=O)N2CCCCC2C)CC1 (stereo not drawn),-1.6,0.3,-1.7
CCc1nc(CC(=O)Nc2cc(C#N)cn2C(C)(C)C)cs1,5.5,-5.8,/
Cc1ccc(-c2ccnc(N3CCNC(C(=O)O)C3)n2)c(C)n1 (stereo not drawn),-2.7,2.6,/
Cn1c(=O)[nH]c(=O)c2c1nc(N1CCNCC1)n2Cc1cccc(Cl)c1,-6.1,-6.8,/
CC(C)(C)C1CCC(NC(=O)C2CC=CCC2C(=O)N2CCN(c3ccccn3)CC2)CC1 (stereo not drawn),-10.3,-4.1,/
COCCNC(=O)c1ccc(CSc2nnc(-c3ccc(C)cc3)n2-c2ccccc2F)cc1,/,-3.5,-6.9
CC(=O)N1CCN(c2ccc(NC(=O)/C=C/c3ccc(-c4ccc(C)c(Cl)c4)o3)cc2)CC1,0.4,-4.8,/
COc1ccc(CCN(C)Cc2nc(-c3ccc(OC)c(OC)c3OC)no2)cc1OC,-1.1,-1.9,/
CCOC(=O)C1CCCN(C(c2cccs2)C2Sc3nc(CC)nn3C2=O)C1 (stereo not drawn),-2.1,-10.1,-8.0
COc1cc(NC(=O)CN2CCC(n3nc(C)cc3C)C2)cc(OC)c1 (stereo not drawn),/,-10.4,-12.5
C=CCN1C(=O)C(=O)N(CC(=O)NC23CC4CC(CC(C4)C2)C3)C1=O,-1.5,-0.6,/
SMILES,NPYLR7 agonist,hcGAS lum,mcGAS inh
COc1ccccc1CC(C)N(C)C(=O)c1ccc(C)nc1C (stereo not drawn),-0.4,3.3,/
CN(C)c1c(Cl)cccc1NC(=O)COC1CCCC1,0.0,-17.7,-6.6
Cc1cc([N+](=O)[O-])cc2c(N=Nc3ccc([N+](=O)[O-])cc3)c(O)[nH]c12,-1.8,-4.9,-3.5
Cc1cccc(NC(=O)CN(C)C(=O)c2ccc(-n3cccc3)nc2)n1,9.5,-7.8,/
CCOc1ccc(C(=O)c2nc3c(n2O)CCCCC3)cc1OCC,20.0,-8.3,/
Cc1nn(-c2ccccc2)c2nc(Cc3ccccc3)nc(N3CCN(S(=O)(=O)C[C@]45CCC(CC4=O)C5(C)C)CC3)c12,4.0,-5.4,-4.7
COc1ccc(NC(=O)C2(C)CCN2Cc2csc3ccccc23)cc1OC (stereo not drawn),13.2,-3.7,/
COc1cc(Cl)cc2cc(C(=O)N3CCC(O)(CN(C)C)C3)oc12 (stereo not drawn),8.5,-4.0,/
COc1ccccc1-n1c(SCc2nc(C(=O)NCCCN3CCOCC3)cs2)nnc1-c1ccncc1,13.1,-8.1,-5.2
Cc1ccc(Cc2nsc(N3CCCN(C(=O)c4ccccc4Br)CC3)n2)cc1,-4.6,3.6,1.6
COC(=O)[C@@H](Cc1cccnc1)NC(=O)[C@@H]1CN(S(C)(=O)=O)CCN1S(=O)(=O)c1ccccc1,-7.1,-4.5,-9.5
COc1ccc(OC)c(CNC(=O)c2sc3cc(F)ccc3c2Cl)c1,39.2,-3.3,-5.2
N#Cc1cn(-c2ccccc2)nc1N,6.9,-3.9,/
CCNC(=O)CC1=CSC2=NC(CC)=C(C(=O)OC)C(c3ccc(OC)c(OC)c3)N12 (stereo not drawn),/,0.0,0.4
CCN1C(=O)/C(=C2\SC(=S)N(CCS(=O)(=O)O)C2=O)c2ccccc21,2.4,-4.3,-2.6
CN(C)C(=O)NC[C@@H]1C[C@H](F)CN1C(=O)c1nnc2n1CCCC2,/,-16.8,-6.9
CCCn1c(O)c(N=NC(=O)c2ccc(N)cc2)c2ccccc21,-5.1,-5.1,/
CCCCn1nnnc1CSc1nnc(CC2CCS(=O)(=O)C2)o1 (stereo not drawn),1.4,0.1,/
CCOc1ccc(CC(=O)Nc2c(C)nc3scc(C)n3c2=O)cc1,8.7,-8.6,-8.9
NC(=O)C1Cc2ccccc2N1C(=O)Nc1cccs1 (stereo not drawn),-13.1,0.4,-3.0
C1CC2(CCN1)CC(OCC1CC1)CCO2 (stereo not drawn),/,-9.6,-6.1
Cc1nn(C)c(Cl)c1CNCCOc1ccc2c(c1)CCC2,-0.6,-18.5,/
CS(=O)(=O)NCCC1CN(Cc2cc3ccccc3[nH]2)CCO1 (stereo not drawn),7.7,-4.4,-16.5
COc1cccc(Cc2nsc(N3CCCN(C(=O)Nc4ccc(C)c(Cl)c4)CC3)n2)c1,11.8,-11.7,-5.3
CCOc1ccccc1NC(=O)N(Cc1ccc(OS(=O)(=O)c2ccc(F)cc2)cc1)C(C)CC (stereo not drawn),36.7,-5.4,-6.0

# Among those listed so far, these have an NH in an aromatic ring.
SMILES,NPYLR7 agonist,hcGAS lum,mcGAS inh
Cn1c(=O)[nH]c(=O)c2c1nc(N1CCNCC1)n2Cc1cccc(Cl)c1,-6.1,-6.8,/
Cc1cc([N+](=O)[O-])cc2c(N=Nc3ccc([N+](=O)[O-])cc3)c(O)[nH]c12,-1.8,-4.9,-3.5
CS(=O)(=O)NCCC1CN(Cc2cc3ccccc3[nH]2)CCO1 (stereo not drawn),7.7,-4.4,-16.5

# Continuation.
SMILES,NPYLR7 agonist,hcGAS lum,mcGAS inh
CCCN(CC(=O)Nc1ccc2c(c1)OCO2)C(C)c1ccccc1Br (stereo not drawn),6.1,-9.8,/
CC(CCc1ccccc1)NC(=O)Cc1cc(=O)[nH]c(SCc2ccc(F)cc2)n1 (stereo not drawn),-9.0,-5.0,-8.8
COC(=O)c1oc(CN(C)C(C)c2ccc(S(N)(=O)=O)cc2)cc1C (stereo not drawn),12.1,-8.1,/
O=C(NCc1ccc2c(c1)OCO2)c1cccnc1N1CCN(C(=O)C2C[C@H]2c2ccccc2)CC1 (stereo partly drawn),20.1,-5.9,-7.4
CCn1nc(C)cc1C(=O)Nc1ccc(Cl)c(C(=O)OC(C)C)c1,-4.6,-4.1,-14.8
Cn1nccc1C(=O)Nc1nnc(-c2ccno2)o1,/,-3.6,-2.0
CN1C(=O)NC(NC(=O)c2ccccc2)(C(F)(F)F)C1=O (stereo not drawn),-0.7,-4.2,-7.2
CCn1c(CC2CCNCC2)nn(Cc2cccc(C)n2)c1=O,1.0,2.4,-1.1
CC(C)n1nccc1NC(=O)NCc1ccnc2ccccc12,-6.0,-8.7,-16.9
c1ccc2c(CSc3ncn[nH]3)cccc2c1,-10.2,1.4,2.6
O=C(NC(c1ccc(F)cc1)c1ccccn1)C1CCN(CCOc2ccc(Cl)cc2Cl)CC1 (stereo not drawn),-4.8,4.6,1.0
Cc1cccc(-n2c(-c3ccc(Cl)cc3)cc(C(=O)NCc3ccco3)c2C)c1,16.2,-11.5,-4.9
C=CCn1c(COc2ccccc2C)n[nH]c1=S,2.1,-3.0,-7.1
CCNC(=O)Cn1cnc2c(nnn2C)c1=O,-0.7,-6.1,/
CCCCNC(=O)c1csc(CN(CCCC)C(=O)c2cc(C(F)(F)F)cc(C(F)(F)F)c2)n1,9.0,-4.3,-3.9
Cc1ccc(Cl)cc1Nc1ncccc1C(=O)NCCc1cccc(Cl)c1,-0.9,-3.1,-5.3
CC(C)Cc1cc(C(=O)N2CCNCC2C(=O)N2CCOCC2)n(C)n1 (stereo not drawn),6.1,-10.9,-9.9
CN(C)c1cccc2c(S(=O)(=O)Nc3ccccc3C(=O)NC3CCCCC3)cccc12,-2.1,2.2,-2.0
CCn1cc(CN(C)C(=O)C23CC4CC(CC(C4)C2)C3)c(C)n1,/,-10.4,-4.5
CNC(=O)c1ccc(OCC2CCCO2)c(Br)c1 (stereo not drawn),15.6,0.8,/
O=C(NCc1cccc(-c2ncc(-c3ccc(F)cc3)[nH]2)c1)c1cccnc1Sc1ccccc1,7.9,-1.7,-4.8

# Laid out differently: four of the compounds above.
> C=CCn1c(COc2ccccc2C)n[nH]c1=S
- NPYLR7 agonist = 2.1
- hcGAS lum = -3.0
- mcGAS inh = -7.1
> CCNC(=O)Cn1cnc2c(nnn2C)c1=O
- NPYLR7 agonist = -0.7
- hcGAS lum = -6.1
- mcGAS inh = /
> CCCCNC(=O)c1csc(CN(CCCC)C(=O)c2cc(C(F)(F)F)cc(C(F)(F)F)c2)n1
- NPYLR7 agonist = 9.0
- hcGAS lum = -4.3
- mcGAS inh = -3.9
> Cc1ccc(Cl)cc1Nc1ncccc1C(=O)NCCc1cccc(Cl)c1
- NPYLR7 agonist = -0.9
- hcGAS lum = -3.1
- mcGAS inh = -5.3

# Reformatted with each value named: 2 of the compounds above
canonical_smiles: O=C(NC(c1ccc(F)cc1)c1ccccn1)C1CCN(CCOc2ccc(Cl)cc2Cl)CC1 (stereo not drawn)
  NPYLR7 agonist: -4.8; hcGAS lum: 4.6; mcGAS inh: 1.0
canonical_smiles: Cc1cccc(-n2c(-c3ccc(Cl)cc3)cc(C(=O)NCc3ccco3)c2C)c1
  NPYLR7 agonist: 16.2; hcGAS lum: -11.5; mcGAS inh: -4.9
